miR122 inh – inhibitors of miR-122 in Huh7 cells; 0.3% of 340,000 active; AID 602342; activation (reporter increase), % at 12.5 µM; Huh7 miR-122 Renilla luciferase sensor, 48 h; neutral wells = 0, positive control = 100;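 active = mean replicate activation score at least 90 and every replicate individually at or above 90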;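 note: higher luciferase means less miR-122 activity so hits act as miR-122 inhibitors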
Active calls of the source: *. Some of the compounds tested, so the mix of outcomes need not match the whole.

Sample of the layout (five entries):
Compound | miR122 inh
COc1ccc2[nH]c(=O)c(COC(=O)c3ccco3)cc2c1 | -31
COC(=O)CN(c1ccccc1)S(=O)(=O)c1ccc(F)cc1 | 3
CC(C(=O)NCc1ccccc1)N1C(=O)C2CC=C(Cl)CC2C1=O (configuration not stated) | -7
O=C1CCCc2nc(N3CCCCC3)sc21 | 4
CC1CN(c2ncnc3c2oc2ccccc23)CC(C)O1 (configuration not stated) | -2

Results, previewed entries included:
Compound | miR122 inh
COc1ccc2[nH]c(=O)c(COC(=O)c3ccco3)cc2c1 | -31
COC(=O)CN(c1ccccc1)S(=O)(=O)c1ccc(F)cc1 | 3
CC(C(=O)NCc1ccccc1)N1C(=O)C2CC=C(Cl)CC2C1=O (configuration not stated) | -7
O=C1CCCc2nc(N3CCCCC3)sc21 | 4
CC1CN(c2ncnc3c2oc2ccccc23)CC(C)O1 (configuration not stated) | -2
O=C(CN1CCCC1)Nc1ccc(-c2nc3cc(NC(=O)CN4CCCC4)ccc3o2)cc1 | -6
COc1ccc(O)c(-c2[nH]ncc2C(=O)c2ccccc2C)c1 | 1
COc1ccc(-c2cc(C)nc(SCC(=O)c3cccc([N+](=O)[O-])c3)n2)cc1 | 1
CCOc1cc(/C=N/n2cnnc2)ccc1OCC(=O)Nc1ccccc1OC | -1
CC(=O)c1ccccc1OCC(O)CN1CCN(C(c2ccccc2)c2ccccc2)CC1 (configuration not stated) | 6
COc1ccccc1NC(=O)CCS(=O)(=O)c1ccc2c(c1)NC(=O)C(C)S2 (configuration not stated) | 6
Cc1ccc(S(=O)(=O)/C(C#N)=C/c2c(N3CCN(C)CC3)nc3c(C)cccn3c2=O)cc1 | -2
O=C(NCCCN1CCCCC1)C1CCC(=O)N1CCc1ccccc1 (configuration not stated) | 0
Cc1cccc(Cl)c1OCCCCn1ccnc1 | -5
Cc1ccc(C)c(N2CCN(C(=O)CN(C)S(=O)(=O)c3cnc[nH]3)CC2)c1 | 3
O=S(=O)(Nc1ccncc1Cl)c1ccccc1 | -1
COc1ccc(N2CCCn3c2nc2c3c(=O)n(CCc3ccccc3)c(=O)n2C)cc1 | -3
Cc1nn(CC2CCCCC2)c(N)c1-c1ccccc1 | -3
O=C(COc1ccc(Br)cc1)N1CCCCCC1 | 2
CCCN(CCC)CCCNC(=O)C1CCC(CNS(=O)(=O)c2cccc3nsnc23)CC1 (configuration not stated) | -9

New compounds follow
Compound | miR122 inh
Cc1ccc(NC(=O)CC2S/C(=N/c3nccs3)N(C)C2=O)cc1C (configuration not stated) | 4
COc1ccccc1S(=O)(=O)Cc1ccc(C(=O)N2CCN(c3ccccn3)CC2)o1 | 4
CC1=NOC(=O)/C1=C\c1ccc(-c2cc(Cl)ccc2Cl)o1 | 2
CCOc1ccc(OCCSc2nc(C)cc(=O)[nH]2)cc1 | 4
Cc1cccc2cc(C(c3nnnn3Cc3ccccc3)N3CCN(C)CC3)c(=O)[nH]c12 (configuration not stated) | -7
CSC1=C(C#N)C(c2ccc(C)cc2)C2=C(CCCC2=O)N1 (configuration not stated) | 0
O=C(Nc1nc(-c2ccccn2)cs1)c1ncc(Cl)c(Cl)c1Cl | -1
Cc1c(NC(=O)C(C)N2C(=O)c3ccccc3C2=O)c(=O)n(-c2ccccc2)n1C (configuration not stated) | -5
Cc1cccc(-c2nnc(-c3ccccc3)o2)c1 | -1
C/C=C\C=C\C(=O)N1CC2(CC(c3cccc(NC(=O)CC(c4ccccc4)c4ccccc4)c3)=NO2)C[C@H]1C(N)=O (some centres not stated) | 8
Cc1cc(NC(=O)COC(=O)C2CCN(S(=O)(=O)c3cccc(Cl)c3Cl)CC2)no1 | -1
O=c1nc(-c2ccccc2)c2ccccc2[nH]1 | 0
CC(=O)c1cc2c(cc1N)OCO2 | -5
S=C(Nc1ccc2nc(-c3ccccn3)c(-c3ccccn3)nc2c1)N1CCCCC1 | -1
C=CCn1c(SCC(=O)Nc2sccc2C(N)=O)nc2ccc(Cl)cc2c1=O | -6
Nc1ncnc2c1ncn2[C@@H]1O[C@H](CNCc2cccn2-c2nccs2)[C@@H](O)[C@H]1O | -6
CCCCN(C)CC(O)Cn1cc(/C=C/C(=O)c2cccs2)c2ccccc21 (configuration not stated) | -5
CC(=O)NC12CC3CC(C1)CC(C(=O)OCC(=O)c1ccc4c(c1)OCCO4)(C3)C2 | -1
COc1ccc(-c2noc(CCC(=O)N3CCN(c4cccc(C(F)(F)F)c4)CC3)n2)cc1 | 3
Cc1ccc(-n2nnnc2SCC(=O)N2CCN(C(=O)c3ccco3)CC2)c(C)c1 | -4

Molecules above that have fluorine:
Compound | miR122 inh
COC(=O)CN(c1ccccc1)S(=O)(=O)c1ccc(F)cc1 | 3
COc1ccc(-c2noc(CCC(=O)N3CCN(c4cccc(C(F)(F)F)c4)CC3)n2)cc1 | 3

Continued.
Compound | miR122 inh
CN(CCNC(=O)c1ccc(N2CCCC2=O)cc1)CCc1ccccc1 | 7
CC(CN1CCNCC1)(NS(=O)(=O)c1ccccc1)c1ccccc1 (configuration not stated) | 33
CCCC(=O)c1cn(CC(=O)OC)c2ccccc12 | -7
O=C(CSc1nc2nn(-c3ccccc3)c(=O)c-2c2n1CCCCC2)c1ccc(O)c(O)c1 | -8
c1ccc(N2N=C(c3cccs3)CC2c2ccco2)cc1 (configuration not stated) | 4
NC(=O)C1CCN(C2CC(=O)N(c3cccc(F)c3)C2=O)CC1 (configuration not stated) | 2
O=C(CSc1nc(N2CCCCC2)nc(N2CCCCC2)n1)c1ccccc1 | -1
CCOCc1cn(CC(=O)c2ccc(Cl)cc2)c(C)nc1=N | -3
Cc1ccc(S(=O)(=O)N2CCCC(c3nnc4n3-c3ccccc3SC4)C2)cc1 (configuration not stated) | 1
O=C(Oc1ccccc1OC(=O)N1CCOCC1)N1CCOCC1 | 4
CN(C)c1ccc(/C=[N+](\[O-])C(C)(C)/C=N/O)cc1 | -4
COc1ccc(N(CC(=O)N/N=C/c2cccc3c2OCCO3)S(=O)(=O)c2ccc(NC(C)=O)cc2)cc1 | -3
C=C(C)COc1ccc(-c2[nH]ncc2Oc2cccc(OC)c2)c(O)c1 | 33
CCOC(=O)C1C(=O)NC(SCC(=O)Nc2nccs2)=C(C#N)C1c1ccccc1OCC (configuration not stated) | 1
Cc1ccc(C(=O)CNc2nc3c(c(=O)[nH]c(=O)n3C)n2Cc2ccccc2)cc1 | -7
CCOC(=O)C1CCN(CCC(=O)Nc2ccc(Cl)cc2)CC1 | 4
O=C(CCS(=O)(=O)c1cc(Br)cc2c1N(C(=O)C1CC1)CC2)NCc1ccco1 | 0
Cc1nc2ncnn2c(N2CCN(c3cccc(C(F)(F)F)c3)CC2)c1C | -20
O=C(CN1CCC(O)(c2ccc(F)cc2)CC1)NCc1ccc(F)cc1 | 2
COc1ccccc1NC(=S)NC(=O)CC(C)C | -3

Next results follow.
Compound | miR122 inh
CCOC(=O)c1cnn(-c2cc(Oc3cccc(C)c3)ncn2)c1N | 4
CC(=O)NS(=O)(=O)c1ccc(NC(=O)C(Sc2ccccc2)c2ccccc2)cc1 (configuration not stated) | -3
COc1ccc(NS(=O)(=O)c2cccc(NC(=O)c3ccc(S(=O)(=O)N4CCCCCC4)cc3)c2)cc1 | 34
CN(Cc1ccccc1)C(=O)CCS(=O)(=O)c1ccc2c(c1)NC(=O)CS2 | 2
COc1cc(CN(C)C)cc(C=O)c1O | -6
CC(C)(C)NC(=O)C(c1ccc(-c2ccccc2)cc1)N(C[C@H]1CC[C@@H]([C@@H]2CC[C@H](CO)O2)O1)C(=O)c1ccc(-c2ccccc2)cc1 (some centres not stated) | -5
O=C(Nc1nsc(-c2ccccc2)n1)c1cccs1 | 4
Cc1cc(C)n(-c2ccc(Cl)c(C(=O)OCC(=O)N3CCCCC3C)n2)n1 (configuration not stated) | 1
Cc1cnc(NC(=O)c2ccc3c(c2)C(=O)N(Cc2ccco2)C3=O)s1 | 0
COc1ccc(-n2nc3ccc(NS(C)(=O)=O)cc3n2)cc1Cl | 2
COc1ccc(N2CCN(c3nc4c(c(=O)n(C)c(=O)n4C)n3Cc3ccccc3)CC2)cc1 | -12
CN(C)CCNC(=O)Cn1nc(C(F)F)cc1C1CC1 | 3
c1coc(-c2nnc3sc(-c4cccs4)nn23)c1 | 77
COc1ccc2c(c1)SC1=NCCS(=O)(=O)N12 | -6
Cc1cc(=O)n2[nH]c(-c3ccccc3Cl)cc2n1 | -10
CS(=O)(=O)c1ccc2nc(NC(NC(=O)c3ccco3)(C(F)(F)F)C(F)(F)F)sc2c1 | 1
CCNC(=O)Nn1c(C)nnc1C | 0
O=C(CCN1C(=O)C2C3C=CC(C3)C2C1=O)N1CC(=O)N(CCc2ccccc2)C(=O)C1 (configuration not stated) | -9
CCCCC(c1nnnn1CC1CCCO1)N1CCN(c2cc(Cl)ccc2C)CC1 (configuration not stated) | -2
CCn1c(COc2cc(C)cc(C)c2)nnc1SCC(=O)N1CCN(c2ccccc2)CC1 | 0

By substructure, the compounds so far with a cyano group (3)
Compound | miR122 inh
Cc1ccc(S(=O)(=O)/C(C#N)=C/c2c(N3CCN(C)CC3)nc3c(C)cccn3c2=O)cc1 | -2
CSC1=C(C#N)C(c2ccc(C)cc2)C2=C(CCCC2=O)N1 (configuration not stated) | 0
CCOC(=O)C1C(=O)NC(SCC(=O)Nc2nccs2)=C(C#N)C1c1ccccc1OCC (configuration not stated) | 1

(list continues)
Compound | miR122 inh
O=C(NCc1cccs1)C1CCN(S(=O)(=O)N2CCCC2)CC1 | -1
c1ccc(C2CCC(N3CCN(c4ccccc4)CC3)CC2)cc1 (configuration not stated) | 7
O=C(COc1ccccc1)NC(=S)Nc1ccc2c3c(cccc13)CC2 | 8
Cn1c(-c2cccc(OCc3ccccc3)c2)nc2c1c(=O)[nH]c(=O)n2Cc1ccccc1 | 5
O=C(O)C1C2CCC(C2)C1C(=O)NCCCn1ccnc1 (configuration not stated) | -2
COc1ccccc1OCC(=O)N(Cc1nc(-c2ccccc2)no1)C1CCCCC1 | 9
O=C(Oc1oc(-c2ccco2)nc1C=Nc1ccc(Cl)cc1)c1ccco1 | 2
N#C/C(=C(/O)Cc1cccc2ccccc12)c1nc2ccccc2s1 | 1
N#Cc1c(N)n(CCc2ccc(F)cc2)c2nc3ccccc3nc12 | 3
COc1ccc(Oc2nc(C)cc(C)c2S(C)(=O)=O)cc1 | 21
COc1ccc(C(=O)/C=C/c2cn(CN3CCN(C)CC3)c3ccccc23)cc1 | 4
Cc1cc(C)c2oc(-c3ccc(C)c(NC(=S)NC(=O)c4cccs4)c3)nc2c1 | 3
CCCCNc1c(-c2ccc(OC)c(SC3CCCCC3)c2)nc2cnccn12 | 9
Fc1ccc(CNc2ncnc3c2cnn3-c2ccccc2)cc1 | 25
CCOC(=O)C1=C(C)N=C2SC(C)C(=O)N2C1c1ccc(OC(C)=O)c(OC)c1 (configuration not stated) | -6
CCOc1ccc2oc(-c3ccccc3)c(C(=O)N3CCN(CCO)CC3)c2c1 | 20
CCCC(=O)Nc1ccc2nc(SCC(=O)Nc3ccc(N4CCOCC4)c(Cl)c3)sc2c1 | -6
Cc1nc(-c2cccc(NS(=O)(=O)c3cccc4ccccc34)c2)cs1 | 23
Clc1ccc(-c2nnc3sc(Cc4cccs4)nn23)cc1 | 28
CCN1c2ccccc2-c2nc3ccccc3n2C1c1ccccn1 (configuration not stated) | 3

(list continues)
Compound | miR122 inh
CCN(CC)C(=O)CCc1nc2sc3c(c2c(=O)[nH]1)CCCC3 | -1
C=CCOc1ccc(/C(O)=C2\C(=O)C(=O)N(CCN(C)C)C2c2cccs2)cc1 (configuration not stated) | 4
Cc1ccccc1NC(=O)c1sc2nc3c(c(-c4ccco4)c2c1N)CCC3 | -9
CCCC(=O)NC(c1ccco1)c1cc(Cl)c2cccnc2c1O (configuration not stated) | 2
FC(F)(F)c1cccc(N2CCN(C(=S)NC3CCCC3)CC2)c1 | 7
Cc1cccn2c(=O)c3cc(C(=O)NC4CCCC4)c(=N)n(C4CCCC4)c3nc12 | 5
CC(=O)N1c2ccc(S(=O)(=O)N(C)CC(=O)N3CCCC3)cc2CC1C (configuration not stated) | -7
CCOc1ccc(NC(=O)N(C2CCCCCC2)C2CCN(C(C)=O)CC2)cc1 | -9
NC(=O)C1CCN(C(=O)c2ccc(C(F)(F)F)cc2)CC1 | -3
O=C1c2ccc(-c3ccc(F)cc3OCc3ccccc3)cc2S(=O)(=O)c2cccc(C(=O)N3CCCC3)c21 | 28
O=C1C=C(O)CC(c2ccco2)C1 (configuration not stated) | 1
COc1ccc(C2Nc3ccccc3C(=O)N2Cc2ccco2)cc1COc1ccc([N+](=O)[O-])cc1 (configuration not stated) | -3
O=C1Cc2ccccc2Sc2ccccc21 | 7
COc1ccc(C)cc1NCc1cccc(OC)c1OC | -3
COc1ccc(C)cc1S(=O)(=O)N1CCCCC1 | 8
Cc1cc(C)c(C)c(S(=O)(=O)N2CCN(Cc3nc4ccccc4[nH]3)CC2)c1C | -2
N#C/C(=C(/O)CN1CCOCC1)c1nc2ccccc2s1 | 1
O=C(CNC(=O)/C(=C\c1ccccc1)NC(=O)c1ccc(Br)cc1)OCc1ccccc1 | 1
CCc1ccc(NC(=S)Nc2cccc(OC)c2)cc1 | 8
N#Cc1cccc(C(c2nnnn2C2CCCC2)N2CCC(Cc3ccccc3)CC2)c1 (configuration not stated) | 1

The listing continues:
Compound | miR122 inh
CCc1ccc(NC(=O)Nc2cccs2)cc1 | 7
CCOC(=O)CC(=O)Nc1ccccc1C(=O)O | -1
C=C(C)C(C)(C#CCN1CCCC1)OC(C)=O (configuration not stated) | -1
COc1ccc(/C=N/Nc2snc(SC)c2C#N)cc1OC | 2
Cc1n[nH]c(C)c1S(=O)(=O)Nc1ccc2c(c1)OCCO2 | 5
NCCCCCc1nnc(SCc2ccc(Cl)cc2Cl)o1 | -4
Cc1ccc(N2C(=O)[C@@H]3C(c4ccc(F)cc4)=NO[C@@H]3C2=O)cc1 | -4
O=C(COc1ccccc1)N1CCN(S(=O)(=O)c2ccc(Cl)cc2)CC1 | -2
CC(=O)c1ccc(N2CCC(c3cc(-c4ccc(Cl)cc4)n[nH]3)CC2)c([N+](=O)[O-])c1 | -12
